# MsrA inh – bovine MsrA enzyme inhibitors, primary screen, biochemical, absorbance, HTS; purified bovine MsrA, absorbance read-out; inhibition, % at 15.5 µM; 360,000 tested, 0.75% active; AID 651718, 2012; in the data active means inhibition above about 4.5%;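 further: 0% = vehicle wells with enzyme and 100% = reference inhibitor wells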
# MsrA act – bovine MsrA enzyme activators, primary screen, biochemical, absorbance, HTS. Methionine sulfoxide reductase A (Bos taurus). purified bovine MsrA, absorbance read-out. activation, % at 10.6 µM. 360,000 tested, 0.3% active. AID 602163, 2012; in the data active means activation above about 7.5%;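 further: 0% = vehicle and 100% = reference activator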
# Neddylation inh – inhibitors of cullin neddylation, primary screen, biochemical, TR-FRET, uHTS, NAE and Ubc12. calls only at 25 µM. 360,000 tested, 0.58% active. NEDD8-conjugating enzyme Ubc12 (Homo sapiens) + NEDD8-activating enzyme E1 regulatory …; in the data active means inhibition above about 36%
# E coli Lon inh – inhibitors of E. coli Lon protease, primary screen, biochemical, fluorescence polarization | purified E. coli Lon protease | inhibition, % at 7.94 µM | 360,000 tested, 0.42% active | AID 602123, 2011; in the data active means inhibition above about 13%, passing the limit was not always enough;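 further: 0% = enzyme with probe and DMSO and 100% = no enzyme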
# NRP1-CendR mod – modulators of CendR peptide binding to NRP-1, primary screen, biochemical, fluorescence polarization, uHTS | Neuropilin-1 (Homo sapiens), O14786 | FAM-RPARPAR peptide binding to NRP-1 | inhibition, % at 25 µM | 360,000 tested, 0.85% active;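 active means inhibition or corrected inhibition above about 18%, plus a signal ratio from 0.5 to 1.5, limit read from the data, passing the limit was not always enough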; further: strong numbers were not always called active
# SKN-1 inh – suppressors of acrylamide-induced Pgst-4::GFP reporter in worms, primary screen, SKN-1 inhibitor project, whole organism, uHTS, GFP/RFP fluorescence ratio, strain VP596; C. elegans VP596 Pgst-4::GFP/RFP ratio, 24 h; inhibition, % at 21.8 µM; 360,000 tested, 0.49% active; AID 624304, 2012;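 active means interference check ratio from 0.5 to 1.5 plus GFP to RFP signal ratio inhibition reaching or exceeding a fixed threshold, cut at about 30% in these data, passing the limit was not always enough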; further: some compounds called inactive have numbers as strong as hits
# FAS-TE inh – FAS thioesterase domain inhibitors, primary screen, biochemical, fluorescence intensity, uHTS; AID 602261, 2012; 360,000 tested, 0.67% active; Fatty acid synthase (Homo sapiens), P49327; inhibition, % at 15 µM; recombinant FAS-TE, OMFH fluorogenic substrate, fluorescence endpoint;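 active means compounds whose normalised, plate-corrected inhibition of enzyme fluorescence in the single-dose primary screen is 50% or more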;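 further: 0% = DMSO with enzyme and 100% = substrate without enzyme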
# Rin1 Abl inh – inhibitors of Rin1-Abl protein binding, primary screen, biochemical, TR-FRET. inhibition, % at 7.35 µM. AID 588664, 2011. 360,000 tested, 0.4% active; in the data active means inhibition above about 5%, passing the limit was not always enough
# Target sequence (P00519 whole entry, looked up): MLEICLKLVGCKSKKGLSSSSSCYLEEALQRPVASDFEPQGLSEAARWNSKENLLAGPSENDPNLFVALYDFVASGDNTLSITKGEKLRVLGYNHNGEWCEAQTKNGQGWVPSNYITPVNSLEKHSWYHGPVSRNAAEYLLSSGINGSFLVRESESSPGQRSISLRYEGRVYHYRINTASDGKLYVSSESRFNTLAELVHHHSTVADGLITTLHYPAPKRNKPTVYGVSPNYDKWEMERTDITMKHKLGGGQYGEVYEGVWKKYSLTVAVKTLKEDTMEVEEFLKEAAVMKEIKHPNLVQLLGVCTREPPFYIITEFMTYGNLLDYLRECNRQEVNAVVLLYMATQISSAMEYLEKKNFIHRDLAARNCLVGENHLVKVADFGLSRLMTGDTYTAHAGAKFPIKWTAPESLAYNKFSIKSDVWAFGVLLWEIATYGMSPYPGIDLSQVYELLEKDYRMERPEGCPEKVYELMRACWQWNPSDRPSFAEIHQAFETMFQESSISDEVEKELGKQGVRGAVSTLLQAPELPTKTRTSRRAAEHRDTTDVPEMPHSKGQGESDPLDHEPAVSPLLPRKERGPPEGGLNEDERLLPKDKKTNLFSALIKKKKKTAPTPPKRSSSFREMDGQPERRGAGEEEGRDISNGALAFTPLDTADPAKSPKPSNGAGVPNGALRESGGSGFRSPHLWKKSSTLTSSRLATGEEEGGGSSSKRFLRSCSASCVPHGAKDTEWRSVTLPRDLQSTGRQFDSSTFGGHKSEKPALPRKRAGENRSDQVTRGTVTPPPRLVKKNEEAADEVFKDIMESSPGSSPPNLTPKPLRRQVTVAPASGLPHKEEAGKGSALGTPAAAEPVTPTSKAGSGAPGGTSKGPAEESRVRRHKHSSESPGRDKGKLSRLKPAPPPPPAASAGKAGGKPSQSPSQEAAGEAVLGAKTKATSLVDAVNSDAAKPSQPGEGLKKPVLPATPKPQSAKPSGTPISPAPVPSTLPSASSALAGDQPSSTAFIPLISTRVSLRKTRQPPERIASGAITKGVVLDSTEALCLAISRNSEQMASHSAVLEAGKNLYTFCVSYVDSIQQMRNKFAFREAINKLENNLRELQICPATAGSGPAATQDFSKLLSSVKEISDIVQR
# Target sequence (Q13671 whole entry, looked up): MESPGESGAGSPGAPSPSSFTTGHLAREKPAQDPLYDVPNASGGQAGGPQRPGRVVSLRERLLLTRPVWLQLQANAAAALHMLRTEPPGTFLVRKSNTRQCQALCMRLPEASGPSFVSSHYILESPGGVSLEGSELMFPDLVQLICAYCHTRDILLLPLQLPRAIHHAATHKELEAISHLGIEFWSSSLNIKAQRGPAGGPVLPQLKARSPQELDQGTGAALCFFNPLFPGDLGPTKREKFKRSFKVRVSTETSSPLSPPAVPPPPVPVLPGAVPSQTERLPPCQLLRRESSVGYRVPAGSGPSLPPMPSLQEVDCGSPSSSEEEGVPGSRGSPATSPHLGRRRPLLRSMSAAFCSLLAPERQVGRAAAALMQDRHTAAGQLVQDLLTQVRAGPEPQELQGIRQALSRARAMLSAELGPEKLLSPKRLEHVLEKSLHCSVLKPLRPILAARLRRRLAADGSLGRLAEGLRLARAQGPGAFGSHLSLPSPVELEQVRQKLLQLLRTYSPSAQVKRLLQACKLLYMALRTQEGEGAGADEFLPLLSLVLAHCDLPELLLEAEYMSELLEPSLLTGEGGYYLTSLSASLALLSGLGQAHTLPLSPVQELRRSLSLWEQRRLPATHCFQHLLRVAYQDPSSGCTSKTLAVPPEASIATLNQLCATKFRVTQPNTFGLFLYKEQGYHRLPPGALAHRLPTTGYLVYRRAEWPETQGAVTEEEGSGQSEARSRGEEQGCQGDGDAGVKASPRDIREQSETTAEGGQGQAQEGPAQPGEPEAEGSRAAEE
# MT1-MMP act inh – blockers of MT1-MMP proenzyme processing, primary screen, HT1080 RFP-PRO-GFP cells, GFP/RFP fluorescence. Matrix metalloproteinase-14 (Homo sapiens), P50281. GFP/RFP ratio fluorescence, overnight; percent of plate control window, DMSO zero. GFP/RFP ratio change, % at 20 µM. 360,000 tested, 0.061% active;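 active means GFP/RFP ratio change of at least 30% with cell ATP level not reduced by more than half and red fluorescence within 50% of control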; further: strong numbers were not always called active
#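 Assay system – RFP-PRO-GFP reporter HT1080 cells · Compound dosing – single dose of 20 µM compound, 1% DMSO final · Incubation – overnight compound exposure at 37 °C · Measure – GFP/RFP fluorescence ratio · Benchmarks – DMSO wells and RFP-L50D-GFP cells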
# The depositor's hits bear a star; i = inactive; / = not tested or not shown; & = joins results of further samples. Not a hit list (roughly 4.2% active in at least one column).
SMILES,MsrA inh,MsrA act,Neddylation inh,E coli Lon inh,NRP1-CendR mod,SKN-1 inh,FAS-TE inh,Rin1 Abl inh,MT1-MMP act inh
COc1cc(/C=C/C(=O)OCC(=O)N2CCN(S(=O)(=O)c3ccc(C)cc3C)CC2)cc(Cl)c1OC,-0.9,1,i,-6,9,2,29,-4,1
O=C(CCc1nnc2ccc(N3CCC4(CC3)OCCO4)nn12)Nc1ccc(F)cc1,0.2,-1,i,-10,-5,-7,-6,-3,4
Cc1ccc(C)c(N(CC(=O)NC2CCCC2)C(=O)c2oc(C(C)(C)C)cc2C)c1,-1.0,-5,i,-9,1,-12,14,-1,-29
CCOC(=O)N1CCN(S(=O)(=O)c2ccc([N+](=O)[O-])cc2)CC1,0.1,0,i,6,-1,-7,-1,-6,1
COc1cc2c(cc1OC)CN(C(=O)COc1ccccc1[N+](=O)[O-])CC2,1.0,-2,i,10,16,-11,2,1,-3
CCc1n[nH]c(=O)c2cc3cc(OC)ccc3n12,0.7,-1,i,-5,8,23,2,-1,0
Fc1ccccc1/C=C/c1ccc2ccccc2n1,1.5,-5,i,0,7,88*,20,-1,0
Cc1sc2nc(-c3ccccc3F)oc(=O)c2c1C,-0.4,-1,/,-5,-22,2,55*,-1,2
CCCC(C)n1[nH]c(=O)cc1N (configuration not stated),1.4,-4,i,-7,-10,-4,-8,0,8
O=C1Nc2ccccc2/C1=C/C(=O)c1cccs1,-0.3,-3,i,4,-12,-10,-1,0,-9
COc1ccc(S(N)(=O)=O)cc1C(=O)N(C)CC(=O)Nc1ccc(N2CCOCC2)cc1,-1.4,-5,i,6,6,-8,-5,1,1
COCC(=O)N(CCc1ccc(OC)c(OC)c1)Cc1cc2cc(C)ccc2nc1Cl,0.1,0,i,-1,-2,-12,-16,1,0
O=C(CSc1nnc(SCc2cccc3ccccc23)s1)N/N=C/C=C/c1ccccc1[N+](=O)[O-],1.2,-11,i,-2,5,0,7,4,-3
Cc1nnc(SCC(=O)N2CCCc3ccccc32)[nH]c1=O,-1.6,-12,i,2,-8,-19,-8,1,6
CCCCCCOC(=O)Cc1c(C)nc(N)[nH]c1=O,-0.7,-2,i,1,-7,2,-3,0,1
Cc1cccc(CCN(C(=O)c2snc(C(N)=O)c2N)C(C(=O)NCC2CCCO2)c2ccc(F)cc2)c1 (configuration not stated),-0.5,0,i,-4,13,-2,3,-1,1
Cc1ccc(S(=O)(=O)c2nnn3c2nc(N2CCC(C(N)=O)CC2)c2ccccc23)cc1C,-0.6,-3,i,-11,0,6,53*,0,-5
CC(C)CN(CC(C)C)S(=O)(=O)N1CCC(C(=O)NCCc2ccc(Cl)cc2)CC1,-0.6,-5,i,-4,10,10,21,2,0
CSCCC1NC(=O)N(CC(=O)N2N=C(c3ccc(Cl)cc3)CC2c2ccco2)C1=O (configuration not stated),1.4,-4,i,-5,-3,3,16,1,2
O=C(O)c1ccc(NC(=O)c2cn(-c3ccccc3)nc2-c2cccc(Cl)c2)cc1,-0.1,6,i,-4,1,0,8,2,2
COCCN1CCN(C(=O)c2cc(COc3cc(C)ccc3C)on2)CC1,/,-3,i,-4,3,-7,-2,-2,-4
CCOC(=O)C1=C(C)NC(=O)NC1c1cccc(OC)c1OCc1ccccc1Cl (configuration not stated),0.9,-3,i,3,4,-5,-7,-1,-3
O=C(NC1CCN(c2ncccn2)CC1)c1ccccc1F,0.0,-7,i,-9,6,9,-2,4,6
COc1ccc2c(c1OC)C(=O)OC2Nc1ccc(S(=O)(=O)N=C(N)N)cc1 (configuration not stated),0.1,-6,i,1,-8,-11,-8,-3,-6
O=C(Nc1ccc(Cl)cn1)Nc1ccccc1F,0.7,-1,i,-7,12,12,-9,3,-2
COC(=O)C1=C2SC(C)C(=O)N2C(N)=C(C#N)C1c1cc(OC)c(OC)c(OC)c1 (configuration not stated),1.8,3,i,-4,4,-11,-2,-1,-2
CCOC(=O)CSc1nnc2n1C(C)(C)Cc1ccccc1-2,0.6,-7,i,-19,0,-6,-9,-3,-4
NC(=O)c1cc(Cl)cn(-c2ccccc2)c1=O,0.4,-9,i,-1,4,5,-7,-3,1
O=C(COC(=O)Cc1n[nH]c(=O)c2ccccc12)Nc1c(Cl)cccc1C(F)(F)F,-0.9,-7,i,-5,12,-11,-7,4,1
O=C(CSc1nnc(-c2ccc(F)cc2)o1)NC1CCCCC1,1.0,-2,i,-4,8,0,-1,4,-1
COCCn1c(SCC(=O)NNC(=O)c2ccccc2)nc2ccccc21,-0.3,-1,i,2,-8,20,-2,-1,0
CC(C)CN(C(=O)Cn1c(C(F)(F)F)nc2ccccc21)C1CCS(=O)(=O)C1 (configuration not stated),-0.4,-3,i,-7,12,16,-8,1,2
CCCCNc1c(-c2ccc(OC)c(SC(C)CC)c2)nc2cc(C)ccn12 (configuration not stated),1.8&1.0,-3&-4,/,1&-6,-5&-4,10&-1,31&27,0,13&26
Cc1ccccc1N1CCN(C(=O)c2ccc(Oc3ccc(C(F)(F)F)cn3)cc2)CC1,1.1,-8,i,0,-8,-7,21,4,-5
COc1ccc(CC(N)c2csc(NC(=O)CCc3ccccc3)n2)cc1 (configuration not stated),-0.3,-1,i,2,-12,4,-8,-3,-7
Cn1c(SCC(N)=O)nnc1-c1ccc(C(C)(C)C)cc1,-1.6,-2,i,6,12,4,0,-2,0
C#CCNC(=O)C1=C[C@H](C2CCCCC2)[C@@H](CCCO)[C@H](OCC)O1,-1.4,-12,i,7,7,-2,-11,-1,-4
O=C1NC(=Nc2cccc(O)c2)S/C1=C\c1cccnc1,4.1,-7,i,-5,4,-12,-2,-3,0
Cc1ccc(N2C(=O)CC(N3CCN(c4ccc(F)cc4)CC3)C2=O)c(C)c1 (configuration not stated),-1.0,1,i,1,-6,10,-2,-1,-1
Cc1cccc2sc(N(CCN(C)C)C(=O)C3CCN(S(=O)(=O)c4cccs4)CC3)nc12,-2.2,-2,i,-9,0,-4,20,5,0
Cc1ccc(-c2noc(-c3ccccc3C(=O)N3CCOCC3)n2)cc1,-0.1,-5,i,0,1,-1,0,1,3
COc1cccc(NC(=O)C2CCN(c3ncccn3)CC2)c1,1.5,-2,i,-3,-9,-10,-6,-3,8
COc1ccc(C(=O)CN2C(=O)c3ccccc3S2(=O)=O)cc1Br,-0.2,-3,i,-10,-2,3,9,0,-1
O=C(COc1ccc2ccccc2c1)N1c2ccccc2Sc2ccccc21,0.9,-3,i,1,10,-3,14,4,10
Cc1cnc(NC(=O)CN2C(=O)C3CC=CCC3C2=O)s1 (configuration not stated),0.7,-4,i,0,9,-9,-9,3,-6
Nc1ncnc2nc(SCCc3ccccc3)[nH]c12,0.1,-2,i,-3,4,-4,-3,0,4
Cc1nn(CC(=O)NCCN2CCOCC2)c(=O)c2ccccc12,-1.2,-4,i,-6,3,3,-8,-5,3
Cc1ccsc1/C=N\NC(=O)c1ccc2c(c1)OCO2,5.1*,0,i,4,-2,9,-1,2,7
CC(Sc1nc2c([nH]c3ccccc32)c(=O)n1C)c1ccccc1 (configuration not stated),0.8,1,i,-6,9,0,0,-1,2
COc1cc(CC(=O)N(C)CC(=O)Nc2ccc(Cl)c(C(F)(F)F)c2)cc(OC)c1OC,-0.3,0,i,-1,11,23,12,0,0
Cc1ccc(C(=O)COc2cccc(NC(=O)c3ccco3)c2)cc1,-0.4,-2,i,-8,0,-10,4,-4,6
CCOc1ccc(CCNS(=O)(=O)c2cn(C)cn2)cc1OCC,0.4,-1,i,4,7,16,-2,-1,-3
CC(=O)c1ccc(S(=O)(=O)N2CCC(Oc3ccc(-n4cnnn4)cc3)CC2)cc1,-0.6,-3,i,17,4,-1,-4,-4,2
CCOC(=O)c1[nH]c2ccc(Cl)cc2c1-c1ccccc1,1.0,-4,i,-9,-6,3,5,0,-2
O=C(NCc1ccccc1)c1ccc(OCC2CCCO2)cc1 (configuration not stated),-0.2,-2,i,-1,-2,-7,-2,1,2
Cc1ccc(NC(=O)CN(c2ccc(C)cc2)S(=O)(=O)c2cccc3nonc23)cc1,1.0,-2,i,-5,-14,2,25,2,-5
Cn1c(=O)c(C(=O)NNC(=O)c2ccccc2Br)c(O)c2ccccc21,0.7,-2,i,3,-3,1,2,-2,7
C=CCC(CC=C)(C(=O)O)c1ccccc1,1.6,-3,i,-6,22,13,-4,2,3
CCN1CCCC1CNCc1cccc(OC)c1OCc1ccc(F)cc1 (configuration not stated),-1.6,-1,i,-7,-10,-4,-6,-1,2
O=C(CN(Cc1ccccc1)S(=O)(=O)c1ccc(Cl)cc1)NCC1CCCO1 (configuration not stated),-0.1,-7,i,5,3,-2,-3,2,1
CCOC(=O)Cc1csc(NC(=O)COc2ccc3ccccc3c2)n1,-1.8,-3,i,-1,0,-7,8,-2,-1

# Fetched by compound from the entries so far (2):
SMILES,MsrA inh,MsrA act,Neddylation inh,E coli Lon inh,NRP1-CendR mod,SKN-1 inh,FAS-TE inh,Rin1 Abl inh,MT1-MMP act inh
COc1ccc(C(=O)CN2C(=O)c3ccccc3S2(=O)=O)cc1Br,-0.2,-3,i,-10,-2,3,9,0,-1
O=C(NCc1ccccc1)c1ccc(OCC2CCCO2)cc1 (configuration not stated),-0.2,-2,i,-1,-2,-7,-2,1,2

# Reformatted bar-delimited: entries from further up
Molecule | MsrA inh | MsrA act | Neddylation inh | E coli Lon inh | NRP1-CendR mod | SKN-1 inh | FAS-TE inh | Rin1 Abl inh | MT1-MMP act inh
CCOc1ccc(CCNS(=O)(=O)c2cn(C)cn2)cc1OCC | 0.4 | -1 | i | 4 | 7 | 16 | -2 | -1 | -3
CC(=O)c1ccc(S(=O)(=O)N2CCC(Oc3ccc(-n4cnnn4)cc3)CC2)cc1 | -0.6 | -3 | i | 17 | 4 | -1 | -4 | -4 | 2
CCOC(=O)c1[nH]c2ccc(Cl)cc2c1-c1ccccc1 | 1.0 | -4 | i | -9 | -6 | 3 | 5 | 0 | -2
O=C(NCc1ccccc1)c1ccc(OCC2CCCO2)cc1 (configuration not stated) | -0.2 | -2 | i | -1 | -2 | -7 | -2 | 1 | 2
Cc1ccc(NC(=O)CN(c2ccc(C)cc2)S(=O)(=O)c2cccc3nonc23)cc1 | 1.0 | -2 | i | -5 | -14 | 2 | 25 | 2 | -5
Cn1c(=O)c(C(=O)NNC(=O)c2ccccc2Br)c(O)c2ccccc21 | 0.7 | -2 | i | 3 | -3 | 1 | 2 | -2 | 7
C=CCC(CC=C)(C(=O)O)c1ccccc1 | 1.6 | -3 | i | -6 | 22 | 13 | -4 | 2 | 3
CCN1CCCC1CNCc1cccc(OC)c1OCc1ccc(F)cc1 (configuration not stated) | -1.6 | -1 | i | -7 | -10 | -4 | -6 | -1 | 2
O=C(CN(Cc1ccccc1)S(=O)(=O)c1ccc(Cl)cc1)NCC1CCCO1 (configuration not stated) | -0.1 | -7 | i | 5 | 3 | -2 | -3 | 2 | 1
CCOC(=O)Cc1csc(NC(=O)COc2ccc3ccccc3c2)n1 | -1.8 | -3 | i | -1 | 0 | -7 | 8 | -2 | -1

# Screening data (PubChem)
